Furin inh – blocks human furin protease activity | purified furin, fluorogenic substrate cleavage | inhibition, % at 30 µM | P09958 | hit rate 0.061% among 220,000; in the data active = inhibition above about 25%; also: inactives centre near -15
p97 ATPase inh – inhibitors of human p97 ATPase; AID 1481; recombinant p97 ATPase, Kinase-Glo ATP luminescence, 3 h; inhibition, % at 8 µM; P55072; hit rate 0.42% among 220,000; in the data active = inhibition above about 15%;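 also: 0% = DMSO vehicle and 100% = wells lacking enzyme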
PERK inhibitor – human PERK inhibition, primary cell-based screen; CHO PERK-DD fusion, SEAP luminescence translation reporter; hit rate 0.17% among 220,000; AID 1416; inhibition, % at 5.6 µM; Q9NZJ5;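 active = inhibition above the mean inhibition of all tested compounds plus 3 SD, set separately per screening campaign, cut at about 2.9% in these data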;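 also: PERK kinase domain activated by AP20187 dimerizer at 100 nM; 0% = DMSO with dimerizer and 100% = rapamycin at 8.4 µM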
Thrombin inh – inhibitors of human thrombin; alpha-thrombin, Boc-VPR-AMC fluorogenic substrate cleavage; hit rate 0.26% among 220,000; inhibition, % at 5 µM; P00734;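 active = inhibition at or above 40%; inactive = inhibition below 40%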;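 also: 0% = enzyme with no compound and 100% = wells without enzyme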
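System: human alpha-thrombin protein; Compound dosing: one concentration per compound, 5 µM, with 0.2% DMSO; Timing: reaction at room temperature; Technique: AMC fluorescence, 355/460 nm; Controls: enzyme without compound as high, wells lacking enzyme as low.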
KCC2 mod – modulates chloride dependent transport by human KCC2; Q9H2X9; KCC2 cells, thallium flux FluoZin-2 fluorescence; B-score of Tl+ flux slope (higher = more flux/activation; lower = inhibition) at 10 µM; AID 1456; hit rate 2.2% among 190,000;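 active = thallium flux slope and its plate-corrected score both differing from the plate sample mean at a set confidence after two filtering rounds, in either direction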;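 also: slope of fluorescence scaled to starting intensity during 10 to 20 s after thallium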
Wee1 stabilizer – inhibitors of human Wee1 degradation | P30291 | HeLa Luc-Wee1K328M stability, luciferase luminescence; 100% = proteasome inhibitor MG132 effect | reporter increase, % at 5 µM | hit rate 1.2% among 220,000 | AID 1321;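 active = activation above the mean of all tested compounds plus 3 SD, set per screening run, cut at about 8.8% in these data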;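 also: cells exposed to compound for 20 h before luminescence read; 0% = DMSO alone and 100% = MG132 at 30 µM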
FXIIa inh – inhibitors of human coagulation factor XIIa; AID 800; inhibition, % at 5 µM; hit rate 0.3% among 220,000; purified FXIIa, Boc-QGR-AMC fluorogenic substrate, 2 h; in the data active = inhibition above about 40%;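 also: 0% = enzyme with no compound and 100% = blank without enzyme; many of its hits are not listed in these tables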
FXIa inh – factor XIa (human) inhibition. P03951. purified FXIa, Boc-Glu-Ala-Arg-AMC fluorogenic substrate. inhibition, % at 5 µM. hit rate 0.14% among 220,000;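 active = inhibition of at least 40%; inactive = inhibition below 40%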;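 also: fluorescence of freed AMC excited at 355 nm; 0% = enzyme without compound and 100% = no enzyme blank; many of its hits are not listed in these tables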
Target sequence (P03951 19-387 limits assumed): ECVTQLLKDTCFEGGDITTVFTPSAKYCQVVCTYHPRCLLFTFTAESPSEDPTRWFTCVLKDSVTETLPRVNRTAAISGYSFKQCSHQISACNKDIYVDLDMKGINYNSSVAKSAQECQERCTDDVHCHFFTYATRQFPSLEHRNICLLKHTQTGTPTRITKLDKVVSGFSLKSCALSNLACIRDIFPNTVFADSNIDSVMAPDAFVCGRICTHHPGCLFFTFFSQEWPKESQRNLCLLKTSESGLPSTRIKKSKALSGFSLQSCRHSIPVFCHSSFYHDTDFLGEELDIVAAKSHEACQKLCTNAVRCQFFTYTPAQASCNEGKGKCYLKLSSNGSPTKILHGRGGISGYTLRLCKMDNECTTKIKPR
Target sequence (P03951 388-625 limits assumed): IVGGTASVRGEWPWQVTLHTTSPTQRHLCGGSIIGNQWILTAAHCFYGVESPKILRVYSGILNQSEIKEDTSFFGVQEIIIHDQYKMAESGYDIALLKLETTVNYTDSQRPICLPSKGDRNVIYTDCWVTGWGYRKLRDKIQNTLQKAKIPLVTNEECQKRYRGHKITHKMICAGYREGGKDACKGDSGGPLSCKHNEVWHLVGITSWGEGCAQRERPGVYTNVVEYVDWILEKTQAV
KLK5 inh – kallikrein 5 (human) inhibition. recombinant hK5, fluorogenic AMC substrate cleavage. Q9Y337. hit rate 0.59% among 210,000. inhibition, % at 5 µM. AID 873;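 active = inhibition of 40% or more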;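 also: 0% = enzyme controls without compound and 100% = no-enzyme blanks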
Target sequence (Q9Y337 67-293 limits assumed): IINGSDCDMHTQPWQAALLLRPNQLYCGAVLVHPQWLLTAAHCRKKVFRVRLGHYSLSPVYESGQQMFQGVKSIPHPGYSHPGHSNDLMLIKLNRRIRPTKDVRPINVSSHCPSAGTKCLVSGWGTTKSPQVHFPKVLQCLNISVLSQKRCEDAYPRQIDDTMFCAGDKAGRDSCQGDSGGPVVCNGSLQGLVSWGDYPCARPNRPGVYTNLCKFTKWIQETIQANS
The depositor's hits bear a star; . = no result given; [ ] = another dose, or the depositor's remark.

canonical_smiles	FXIIa inh	p97 ATPase inh	PERK inhibitor	KLK5 inh	Furin inh	Thrombin inh	KCC2 mod	FXIa inh	Wee1 stabilizer
COc1cc(/C=N/NC(=O)C2CCN(CC(O)COCc3ccccc3)CC2)cc(OC)c1OC (stereo unspecified)	8	0	-0.6	0	-22	1	-0.13	2	2
CCOC(=O)C=C(C(=O)OCC)C(=O)OCC	10	3	-0.2	.	-22	-1	0.46	1	-1
CCCC1Cc2c(sc3nc(SC)nc(N)c23)CO1 (stereo unspecified)	2	6	0.4	4	-12	-1	.	4	2
CCC(C)c1ccc(NC(=S)NCc2cccs2)cc1 (stereo unspecified)	6	-5	-0.3	7	-17[20 µM]	-3	0.13	7	6
COc1ccc(C2c3ccc(O)cc3Oc3ncn(Cc4ccccc4)c(=N)c32)cc1OC (stereo unspecified)	9	6	0.5	0	-26	9	-0.36	-3	19*
CCOC(=O)c1c(C)c(C(=O)Nc2ccc3c(c2)OCCO3)c(C)n1CC	0	-2	-1.0	5	-7	-19	.	4	2
COc1ccc(C(=O)NNC(=O)c2cc3cc(OC)ccc3oc2=O)cc1	3	3	0.7	1	-30	-4	0.95	3	-1
CCCCCn1c(=O)[nH]c2cc(C(=O)NCCN3CCOCC3)ccc2c1=O	.	3	0.5	.	-19[20 µM]	.	-1.4	.	-1
CCC(C)NC(=O)Cn1nc([N+](=O)[O-])c(Cl)c1C (stereo unspecified)	2	2	-0.1	-23	-13[20 µM]	-2	.	-2	-3
Cc1ccc(S(=O)(=O)N2CCOCC2)cc1NC(=O)CN(C)C1CCS(=O)(=O)C1 (stereo unspecified)	11	-2	0.6	5	-22	5	0.29	2	9.0*
Cc1ccc(C(=O)/C=C/c2ccco2)c(O)c1	10	1	0.7	-10	-32	-1	0.5	2	-1
O=C(Nc1ccc(N2CCOCC2)cc1)c1ccc2c(c1)OCO2	4	-3	0.8	0	-17	-11	-0.01	-5	1
Cc1ccc(/C=N/n2cnc3sc(-c4ccccc4)cc3c2=O)o1	18	0	0.7	11	-6[20 µM]	5	.	9	6
CC(C)C[C@H](NC(=O)c1[nH]cnc1C(=O)Nc1ccccc1)C(=O)OC(C)(C)C	9	.	.	-5	-10	3	0.29	0	.
O=C(C1CCN(C2CCN(Cc3cccc4c3OCO4)CC2)CC1)N1CCOCC1	3	-1	1.7	.	-21	-3	0.95	-4	2
Cc1nnc(OCC(=O)NCCC2=CCCCC2)c2ccccc12	14	-1	0.4	5	-9[20 µM]	-1	.	0	0
O=C(C1=C[C@@H](c2ccccc2)C[C@@H](OCc2ccc(CO)cc2)O1)N1CCOCC1	12	4	0.4	6	-29	2	0.24	4	3
Clc1ccccc1OCCn1cnc2ccccc21	18	2	0.3	23	-17	2	-1.1	3	-1
Cc1cccc(CSc2nc(N)c(C#N)c(-c3cccs3)c2C#N)c1	11	-8	-1.6	0	-4[20 µM]	1	-1.6	-5	-2
Cn1c(-c2ccc[nH]c2=O)nc2cc(Cl)ccc21	3	1	0.1	-22	-143[20 µM]	-4	.	-5	-1
COc1ccc(Cl)cc1C(=O)Nn1c(C)nc2ccccc2c1=O	8	-1	-0.2	-14	-4	-6	.	-9	0
COc1ccc(-c2nnc(NC(=O)CSc3ccccc3)s2)cc1OC	5	4	1.3	-6	-23	2	0.49	16	5
Cc1ccc(C2CCN(C(=S)NC(C)C)C2)cc1 (stereo unspecified)	7	-3	1.2	.	-30	1	0.72	-1	1
COc1ccc(N2CC(C(=O)N/N=C/c3c[nH]c4ccccc34)CC2=O)cc1 (stereo unspecified)	9	0	0.5	3	-10	-10	-0.42	0	3
Cc1ccc(C)n1-c1cccc(C(=O)O)c1	1	.	.	2	.	-6	.	-27	.
O=C(COC(=O)c1cc[n+]([O-])cc1)Nc1ccc2c(c1)OCCO2	11	6	1.4	-3	-39	3	.	7	-1
COC(=O)CCCC(=O)N1CCOCCN(C(=O)CCCC(=O)OC)CCOCC1	7	0	0.2	-7	-19	-1	0.068	-1	-1
Cc1cc(NC(=O)CSc2nnc(-c3ccncc3)n2N)ccc1Br	11	9	-0.6	-5	-13	2	.	-1	-3
COCCCNC(=S)N/N=C/c1ccc(N(C)C)cc1Cl	3	5	-0.5	-3	0	-7	-0.33	3	1
Cc1cccc(-c2noc(-c3ccc(F)cc3)n2)c1	17	1	0.8	-2	-14[20 µM]	3	-0.15	5	1
Cc1csc2ncc(C(=O)NC(C)c3ccccc3)c(=O)n12 (stereo unspecified)	10	-10	-0.9	-8	-57	-7	0.19	2	1
COc1ccc(OC)c(N(CC(=O)N2CCC(C)CC2)S(=O)(=O)c2ccc(OC)c(OC)c2)c1	7	0	-0.1	1	-23[20 µM]	-4	0.84	-1	0
Cc1ccc(-c2nc(-c3cccnc3)sc2CC(=O)O)cc1	10	5	0.2	4	-17	1	-0.76	2	-1
Fc1ccc(-c2cc(C(F)(F)C(F)F)[nH]n2)cc1	3	-7	0.1	-1	-6	-7	0.11	-4	3
CC(C(=O)Nc1ccccc1C(=O)N1CCOCC1)N(c1ccccc1)S(C)(=O)=O (stereo unspecified)	-7	-6	-0.3	-4	-13[20 µM]	-5	1.1	-9	0
N#CC1=C(N)C(C#N)(C#N)[C@H](c2ccncc2)[C@H]2CC3(CC=C12)OCCO3	18	-2	0.7	4	-16	6	-0.012	21	-1
NC(=O)COC(=O)c1ccc2c(c1)S(=O)(=O)N=C1CCCCCN12	7	4	0.8	-13	-15	-1	-0.011	-2	1
O=C1CSC2=NCN(c3ccccc3)CN12	9	5	0.9	-5	-18[20 µM]	-5	0.54	-1	2
O=C(CSc1nc2ccccc2[nH]1)NC(=O)NCc1ccco1	2	1	0.9	-3	-16	-11	-0.12	4	4
CCn1c(CNC(=O)c2ccccc2F)nnc1SCC(=O)NC1CCCCC1	8	1	-0.3	-2	-20	-10	0.77	-5	-4
C=CCNc1nnc(Cl)c2ccccc12	-7	10	2.5	-23	-11[20 µM]	13	.	-8	0
N=c1c2c(-c3ccccc3)c(-c3ccccc3)n(Cc3ccccc3)c2ncn1CCO	0	13	-0.7	-4	-14[20 µM]	-4	0.14	-2	2
CC(C)C(=O)N1CCC2(CC1)Oc1ccc(F)cc1C(=O)C21CC(c2cccnc2)=NO1 (stereo unspecified)	5	.	.	-1	-27	-3	0.085	-1	.
CC(=O)c1cccc(NC(=S)N2CCC(Cc3ccccc3)CC2)c1	9	0	0.3	-5	-17	3	-2.3	-2	-1
CC(=O)OCCNc1nc(-c2ccccc2)nc2ccccc12	9	0	-0.2	15	-15	-6	-0.076	-2	0
CS(=O)(=O)N1CCN(C(=O)Cc2cccs2)CC1	15	2	0.6	-26	-14[20 µM]	-2	1.6	-12	1
CCOC(=O)CCP(=O)(O)C(O)(c1ccccc1)c1ccccc1	7	4	-0.6	-8	-24[20 µM]	-1	-0.11	-9	-1
CC(=O)Nc1ccc(OCC(O)Cn2nc(C)c(C(C)=O)c2C)cc1 (stereo unspecified)	3	5	2.2	1	-15[20 µM]	-4	-0.28	0	-3
CCOc1c(C)cc2[nH]c(CCC(=O)O)nc2c1C	0	-3	-0.2	-5	-18	-5	0.025	-4	-1
NS(=O)(=O)c1cccnc1Nc1c(Cl)cccc1Cl	-8	7	1.2	-29	-15[20 µM]	-9	-0.0019	-7	3
CCOC(=O)C1CCN(C(=O)Cc2cccc3ccccc23)CC1	3	2	0.2	-8	-6[20 µM]	-11	-0.13	-2	-1
COc1ccc(Cl)cc1C(=O)Nn1cnc2ccccc2c1=O	2	6	-1.1	-22	-28	-9	-0.35	-4	1
Nc1cc(C(=O)OCC(=O)NCc2ccc(F)cc2)ccc1Cl	4	2	1.6	-11	-7	-1	-1.7	6	-2
O=C(Cc1ccc(F)cc1)N/N=C/c1ccc(-c2ccc(Cl)c(C(=O)O)c2)o1	12	10	0.1	4	4	.	1.3	7	-2
COc1cc(C(=O)Nc2ccc(C)cc2)c(-n2cnnn2)cc1OC	6	1	0.0	.	-26	-7	-0.21	-6	-3
O=C(NCc1ccco1)NC1CCCCC1	8	-1	0.4	-10	-13[20 µM]	-3	0.53	1	4

Record cards, from the list above.
NS(=O)(=O)c1cccnc1Nc1c(Cl)cccc1Cl is listed as FXIIa inh = -8; p97 ATPase inh = 7; PERK inhibitor = 1.2; KLK5 inh = -29; Furin inh = -15[20 µM]; Thrombin inh = -9; KCC2 mod = -0.0019; FXIa inh = -7; Wee1 stabilizer = 3
COc1cc(C(=O)Nc2ccc(C)cc2)c(-n2cnnn2)cc1OC is listed as FXIIa inh = 6; p97 ATPase inh = 1; PERK inhibitor = 0.0; KLK5 inh = .; Furin inh = -26; Thrombin inh = -7; KCC2 mod = -0.21; FXIa inh = -6; Wee1 stabilizer = -3

(continued)
canonical_smiles	FXIIa inh	p97 ATPase inh	PERK inhibitor	KLK5 inh	Furin inh	Thrombin inh	KCC2 mod	FXIa inh	Wee1 stabilizer
CCOc1ccc(N(CC(=O)NC2CCCC2)S(=O)(=O)c2c(C)noc2C)cc1	3	-10	0.3	-2	-13	-3	-0.58	-6	1
O=C(COc1ccccc1)N1CCN(C(=O)c2cccs2)CC1	5	-6	-0.6	-16	-13	2	1.2	4	-4
Cc1cnc2cc(Cl)ccc2c1SCC(=O)O	3	3	1.2	-7	-14	-7	-0.85	1	-2
O=C(/C(Br)=C/Nc1cc(Cl)ccc1Cl)C(F)(F)F	11	2	0.7	-11	-16	-2	-0.94	8	-2
CSc1nc2ccc(NS(=O)(=O)c3ccc(Br)s3)cc2s1	8	3	0.4	-2	-11	-4	.	2	0
CN1CCN(C(=O)c2cc(Oc3c(F)c(F)c(F)c(F)c3F)cc(C(=O)N3CCN(C)CC3)c2)CC1	7	-2	0.5	-3	-25	-2	-0.73	-2	4
CCCOC(=O)Nc1ccccc1C(N)=O	2	0	2.5	-14	-17	-9	0.21	0	-6
COc1ccc(C(=O)NNC(=O)CSc2nnnn2C)cc1	3	4	-0.6	-4	-16	-10	0.0049	-3	-3
CCOC(=O)c1ccc(-c2ccc(/C=N/NC(=O)c3cncc(Br)c3)o2)cc1	-2	-7	-0.8	-1	-9	-10	-0.28	-3	8
O=C(CN1C(=O)c2cccc3cccc1c23)NCc1cccnc1	3	-1	-0.8	-24	9[20 µM]	7	0.14	5	0
CCN(CC(=O)NC1CCS(=O)(=O)C1)S(=O)(=O)c1ccccc1 (stereo unspecified)	15	5	0.7	-7	-21	2	0.24	4	-1
Cc1ccc2c(c1)nnn2C1CCN(C(=O)C23CC4CC(CC(C4)C2)C3)CC1	13	-8	-1.1	-14	-7[20 µM]	-4	-0.0046	7	1
COc1ccc(C)cc1C1=Nc2ccccc2C1(C)C	8	0	0.6	-13	-6	-5	-0.062	5	3
COc1ccccc1C(=O)N1CCN=C1SC	0	-3	1.0	-1	-6	-6	0.53	0	1
COc1ccc2c(c1)C(c1ccccc1)=NNC(c1ccco1)=N2	12	0	0.4	5	6[20 µM]	0	0.1	-2	0
COc1ccccc1CNC(=O)C1CCCN(S(=O)(=O)c2cccc3cccnc23)C1 (stereo unspecified)	6	2	0.0	-5	-16	-2	0.53	-1	-2
CCOC(CCNC(=O)c1cn(-c2cccc(C)n2)cn1)OCC	13	5	0.8	-12	-19	3	.	3	1
O=Cc1ccc(-c2ccc(F)cc2)o1	10	0	0.5	1	-18	0	0.1	-2	1
C=CCSc1cc(C)nc2c(-c3ccccc3)c(C)nn12	3	5	-1.1	0	-16	-8	0.074	1	-2
Cc1ccc(S(=O)(=O)N2CCCCC2)cc1NC(=O)CCOc1ccccc1	2	-8	-0.4	-9	-15	-2	-2.4	4	-1

Assay outcomes: PubChem BioAssay, several laboratories
